A549 viability: kills or reduces viability of A549 cells in Nrf2 counter-screen. A549 ARE-Fluc cells, CellTiter-Fluor viability, 18-24 h. Potency, µM (titrated, usually from 46 µM), without a hit: at the top dose activity change, negative = cytotoxicity, hits mostly inhibitors. actives 0.16% (n = 390,000); further: potency means the concentration at half of the fitted maximal effect; on the % scale 0 is the no-effect control and ±100 the full control effect
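A549 ARE-Fluc cells in 5% FBS OPTI-MEM, 5000 cells/well, rested 2 h then exposed to compounds in concentration-response for 18-24 h at 37 °C. Viability by CellTiter-Fluor fluorescence (Ex 405/Em 525) after 30 min; luciferase luminescence (BugLite, 15 min, RT) read afterwards.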
HepG2 tox: HepG2 cytotoxicity, counter-screen for TGF-b inhibitors. HepG2 CAGA-GFP viability, ATP luminescence, 18 h. Potency, µM (highest dose often 46.1 µM), without a hit: at the top dose activity change, negative = cytotoxicity, most hits filed as cytotoxic. actives 0.76% (n = 410,000). AID 588856; further: potency means the concentration at half of the fitted maximal effect; some results filed as inactive show a strong effect at the top dose
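HepG2 CAGA-GFP cells (1000/well, DMEM with 1% FBS) received compound, then TGF-beta at 500 pg/mL final, and were incubated 18 hours at 37 degrees C. Viability was read by CellTiter-Glo luminescence. Media-only wells were set as complete cell-killing and DMSO as no toxicity.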
Nrf2 activator: activates Nrf2 signaling; AREc32 ARE-luciferase reporter (MCF7-derived line), luminescence, 24 h; Potency, µM (highest dose often 46.1 µM), for inactives: top-dose activation, usual class: activators; actives 0.31% (n = 410,000); AID 624171; further: potency means the concentration at half of the fitted maximal effect; % of control where 0% means no effect; nearly all actives have a fitted effect of over 65% in size
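Luminescent ARE reporter assay in AREc32_Fluc cells: overnight plating at 37 deg C, 24 hr compound incubation, Steady-Glo added, 30 min RT before reading.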
MmCpn inh: M. maripaludis TRiC chaperonin inhibition. AID 504842. actives 0.031% (n = 330,000). Potency, µM (top dose mostly 76.9 µM), without a hit: top-dose activity, negative = inhibition, most hits filed as inhibitors. purified Mm-Cpn ATPase, ADP Transcreener TR-FRET; further: potency means the concentration at half of the fitted maximal effect; on the % scale 0 is the no-effect control and ±100 the full control effect; nearly all actives have a fitted effect of over 80% in size
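ATPase read-out: TR-FRET ADP immunoassay (anti-ADP Eu cryptate vs ADP-d2), ex 320 nm, em 590/665 nm; signal drops as ADP forms. Enzyme 25 nM, ATP 10 uM, 30 min at 37°C after 10 min compound preincubation.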
Nrf2 inh: Nrf2 pathway inhibition. A549 ARE-Fluc reporter, luciferase luminescence, 18-24 h. Potency, µM (doses to about 46 µM), inactives show top-dose activity change, negative = inhibition, actives largely listed as inhibitors. actives 2.1% (n = 360,000); further: potency means the concentration at half of the fitted maximal effect; on the % scale 0 is the no-effect control and ±100 the full control effect; nearly all actives have a fitted effect of over 60% in size
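In this cell-based qHTS, ARE-driven firefly luciferase in A549 cells reports Nrf2 activity; the luminescent signal after BugLite lysis is the measured value, with a prior CellTiter-Fluor read for cell health.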
TGFb SMAD3 inh: inhibitors of TGF-b signaling; Potency, µM (series often up to 46.1 µM), without a hit: at the highest dose activity, negative = inhibition, hits mostly inhibitors; AID 588855; HepG2 CAGA-GFP TGF-b/SMAD3 reporter, GFP fluorescence, 18 h; TGF-beta stimulated, 500 pg/mL final; actives 1.2% (n = 410,000); further: potency means the concentration at half of the fitted maximal effect; on the % scale 0 is the no-effect control and ±100 the full control effect; nearly all actives have a fitted effect of over 65% in size
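HEPG2 CAGA-GFP, 1000 cells/well; 2 h settle, 37 C; cpd via pin tool; TGF-b 500 pg/mL final; 18 h, 37 C; GFP imaging ex488/em500-530; %Activity normalised to -TGF-b and +DMSO controls; CRC fit, curve class.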
S2 tox: cell viability loss in ATXN counter-screen; S2 cells (HEK-293 line with an ATXN2-luciferase reporter) viability, CellTiter-Fluor protease fluorescence, 24 h; Potency, µM (doses to about 56.7 µM), usual class: cytotoxic; actives 0.49% (n = 400,000); AID 651635; further: potency means the concentration at half of the fitted maximal effect; nearly all actives have a fitted effect of over 40% in size
CCT chaperon mod: modulators of cytosolic chaperonin (CCT/TRiC) activity | actives 0.3% (n = 360,000) | activity change, % (concentration not given with the values), hits read low | purified chaperonin ATPase assay, HTRF ADP detection, 30 min; in the data active means activity change below about -30%; further: on the % scale 0 is the no-effect control and ±100 the full control effect
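ATPase activity: ADP formed was measured by HTRF Transcreener (665/615 nm ratio) after 30 min at 37 deg C with 10 uM ATP. Compounds screened at one 76 uM concentration against 40 or 20 nM TRiC in Tris pH 7.4/KCl/MgCl2/DTT buffer.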
Akt phos inh: inhibitors of Akt phosphorylation. AID 651550. actives 0.32% (n = 360,000). Neuro2A IGF-stimulated pAkt S473 HTRF, 20 min; active compounds read low. activity change, % for hits at 50 µM; in the data active means activity change below about -80%; inconclusive means mostly about -51% to -80%; further: on the % scale 0 is the no-effect control and ±100 the full control effect
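Neuro2A cells in DMEM with 0.5% FBS, overnight at 37 deg C, given compound at single 50 µM final, then IGF (6 nM final) for 20 min at 37 deg C. Lysed; phospho-Akt Ser473 by HTRF after 24 h, 665/615 ratio.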
The depositor's hits bear a star; i = inactive; ? = inconclusive; . = not tested or not shown; & = joins results of further samples. Unless noted, the call rests on the fitted dose curve; in most records, active means well fitted curve in the direction sought with a large enough effect; inconclusive means small, poorly fitted or top-dose-only effect, or another doubt; inactive means no such curve, though single readings can be large; an effect the other way counts as inactive or inconclusive.

Start of the listing, in advance, two compounds:
SMILES	A549 viability	HepG2 tox	Nrf2 activator	MmCpn inh	Nrf2 inh	TGFb SMAD3 inh	S2 tox	CCT chaperon mod	Akt phos inh
Cc1ccc(CNC(=O)CN(c2ccc(Cl)cc2)S(C)(=O)=O)cc1	-8%	0%	3.9%	0%	10%	-10%	i	0.8	i
CN(C)CCCN(C(=O)COc1ccccc1)c1nc2c(F)cccc2s1	5%	-6%	-0.7%	-4%	11%	-6%	i	0.1	i

The list itself, previewed entries included:
SMILES	A549 viability	HepG2 tox	Nrf2 activator	MmCpn inh	Nrf2 inh	TGFb SMAD3 inh	S2 tox	CCT chaperon mod	Akt phos inh
Cc1ccc(CNC(=O)CN(c2ccc(Cl)cc2)S(C)(=O)=O)cc1	-8%	0%	3.9%	0%	10%	-10%	i	0.8	i
CN(C)CCCN(C(=O)COc1ccccc1)c1nc2c(F)cccc2s1	5%	-6%	-0.7%	-4%	11%	-6%	i	0.1	i
O=C(CCc1ccccc1)Nc1ccc(S(=O)(=O)Nc2nccs2)cc1	14%	-4%	-0.3%	2%	1%	-10%	i	0.6	i
CCn1cc(C(=O)Nc2ccc(C)cc2[N+](=O)[O-])c(C)n1	1%	-6%	0.0%	.	15%	1%	i	0.9	i
Cc1ccc(S(=O)(=O)Nc2ccc(O)c(S(=O)(=O)c3ccc(C)cc3)c2)cc1	2%	0%	-0.7%	0%	1%	-10%	i	1.5	i
CCOC(=O)c1c(C)c(-c2ccccc2)n(CC(=O)Nc2cccc(C)c2C)c1C	1%	2%	-0.7%	.	6%	0%	i	.	.
COc1ccccc1-c1oc2ccccc2c1-c1ccc2cc[nH]c2c1	-13%	-48%	-0.3%	-23%	-35%	?	i	-0.9	i
COc1ccc(-n2c(=S)[nH]c3cc(C(=O)NCc4ccco4)ccc3c2=O)cc1OC	-4%&1%	15%&-4%	-0.5%&-0.5%	-2%&1%	-8%&-1%	18%&0%	?	-0.6&1.1	i
CCCCCCCn1c(NC(=O)CC)nc2ccccc21	-9%	6%	15%	-3%	?	?	i	-0.8	i
O=C(O)c1ccc(Nc2nc(-c3ccccc3)c3ccccc3n2)cc1	1%	0%	3.3%	1%	?	3%	.	-2.7	i
Cc1ccc(S(=O)(=O)NCC(c2ccccc2)N2CCCCC2)cc1 (centres undefined)	-14%	-13%	0.4%	0%	-19%	0%	i	0.4	i
Cn1c(SCC(=O)c2cc3ccccc3o2)nnc1-c1ccccc1	0%	-18%	5.7%	-4%	17%	-4%	i	1.7	i
COc1ccc(CC(=O)NCC(=O)N/N=C(/C)c2ccco2)cc1	-9%	0%	4.2%	2%	3%	-3%	i	-3.0	i
Cc1ccc(N2CC(C(=O)Nc3ccccc3N3CCCC3)CC2=O)cc1 (centres undefined)	-2%	11%	-0.2%	1%	0%	3%	i	-0.2	i
CC(C)(C)C(=O)Nc1ccc(C(=O)CN2C(=O)NC3(CCOc4ccccc43)C2=O)cc1 (centres undefined)	-1%	-10%	3.5%	-1%	6%	1%	i	-0.5	i
Cc1ccc(NC(=O)C2CCCN2S(=O)(=O)c2ccc3c(c2)n(C)c(=O)c(=O)n3C)cc1C (centres undefined)	0%&-4%	-10%&-2%	3.1%&0.9%	2%	5%&-12%	7%&0%	i	0.0	i
Cc1cnc(C(=O)OCC(=O)N(C(C)C)C(C)C)cn1	-8%	-6%	0.2%	-1%	5%	2%	i	-4.0	i
COc1cccc(OCc2nc3ncc(Br)cc3[nH]2)c1	?	-10%	2.2%	-9%	11%	7%	i	0.2	-97%*
CCc1ccn2cc(-c3cc(-c4ccccc4)no3)nc2c1	-10%	10µM*	-3.0%	-4%	?	?	?	0.1	i
CC(=O)N1CCN(CC(=O)Nc2ccccc2C(=O)Nc2ccccc2)CC1	-3%	-12%	0.3%	1%	2%	-3%	i	-4.9	i
Cc1cc(Cl)ccc1N(CC(=O)NCCSCc1ccco1)S(C)(=O)=O	2%	5%	0.0%	0%	2%	-10%	i	-2.9	i
CCNc1nc(NCC)nc(SCCOC(=O)Nc2ccccc2)n1	0%	-1%	2.7%	1%	.	-2%	i	2.7	i
C=CCN1C(=O)N(CC=C)c2cccc3cccc1c23	1%	-1%	-0.4%	0%	-3%	-4%	i	-2.0	i
CCOC(=O)c1ccccc1NC(=O)c1cc2sccc2n1C	-14%	-27%	-0.4%	?	1%	-8%	i	0.9	i
Cc1ccc(-c2nn(-c3cccc(F)c3)cc2CNCc2cccnc2)o1	-7%	-3%	3.7%	1%	1%	17%	i	-2.1	i
Cn1c(CC(=O)NNC(=O)c2cncc(Br)c2)nc2ccccc21	3%	1%	-0.5%	-18%	9%	2%	i	-0.1	i
Cc1cccc(C(=O)NC2CCN(C(=O)N3CCOCC3)CC2)c1	2%	-15%	0.3%	0%	3%	-4%	i	-3.0	?
CC(C)CC1C(C#N)=C(N)Oc2n[nH]c(-c3ccccc3)c21 (centres undefined)	-9%	-1%	19%	0%	6%	3%	?	-3.8	i
CCCCC[C@@H]1C=C(C(=O)O)[C@H](c2ccc(C)cc2)N1S(=O)(=O)c1ccc(C)cc1	-19%	-12%	3.9%	1%	?	-20%	i	0.1	i
CCN(CC)c1ccc(CN2CCC(C(=O)NCc3ccc(C)cc3)CC2)cc1	-6%	-46%	3.3%	-2%	0%	-19%	i	0.8	i
O=C(c1cccc2ccccc12)C1CCCN(C(=O)CCc2cnccn2)C1 (centres undefined)	-12%	12%	3.1%	2%	-1%	-3%	i	0.2	i
O=C1C2CCCN2C(c2ccccc2F)N1c1ccc(F)cc1 (centres undefined)	-3%	3%	-0.2%	3%	1%	-2%	i	1.3	i
O=C(O)CSc1nnc(-c2ccc(Cl)cc2Cl)n1Cc1ccccc1	3%	17%	-1.0%	0%	12%	15%	i	-1.4	i
O=C(CCc1nnc(-c2ccc3c(c2)OCO3)o1)NCCc1ccccc1F	1%	3%	-0.3%	0%	-20%	7%	?	-1.5	i
CC(Cc1ccccc1)C(=O)Nc1ccccc1 (centres undefined)	13%	-7%	-1.1%	0%	21%	0%	i	-0.3	i
O=C(Nc1nccs1)C(Br)C(Br)c1ccccc1 (centres undefined)	1%	-22%	?	-4%	?	0%	?	0.9	i
Cn1cc(C(c2ccccc2OCC(=O)O)c2cn(C)c3ccccc23)c2ccccc21	?	0%	0.4%	0%	?	0%	i	1.0	i
CCn1c(SCC(=O)N(C(C)C)C(C)C)nnc1-c1cc2ccccc2cc1O	-4%	-6%	0.0%	-8%	12%	3%	i	-1.1	i
CC1(C)CC(=O)C=C(C(=O)N2CCCC(C(=O)c3cc(F)ccc3F)C2)O1 (centres undefined)	.	1%	1.2%	.	.	2%	i	1.5	i
Cc1ccc(Cl)cc1N1CCN(C(=O)C2CCCN(Cc3nc(-c4cccc(Cl)c4)oc3C)C2)CC1 (centres undefined)	-18%	-2%	4.1%	.	?	-13%	?	.	.
COc1ccc(OCCNC(=O)CSc2ccc(C(F)(F)F)cc2[N+](=O)[O-])cc1	0%	4%	0.4%	-1%	?	11%	i	2.1	i
COc1ccc(-c2nc(S(=O)(=O)c3ccccc3)c(NCCCN3CCOCC3)o2)cc1	-1%	-16%	1.1%	-5%	9%	28%	?	-1.6	i
Cc1c(CCOC(=O)c2cc([N+](=O)[O-])cc([N+](=O)[O-])c2)sc[n+]1CC(=O)c1ccc(Br)cc1	-4%	-71%	?	1%	1%	?	i	-0.4	i
COc1ccc(OCC(CO)N2CCN(c3ccccc3)CC2)cc1 (centres undefined)	-4%	2%	-0.3%	.	2%	-10%	i	-0.9	i
CC(=O)c1cccc(NC(=O)CSc2nnc(-c3cccnc3)o2)c1	6%	2%	5.3%	-3%	?	-5%	i	3.2	i
COC(=O)c1ccc(Oc2nc(N3CCCCC3)nc(N3CCOCC3)n2)cc1	1%	-25%	0.7%	0%	-5%	-4%	?	-3.0	i
C[C@H](CO)N1C[C@H](C)[C@@H](CN(C)S(=O)(=O)c2cn(C)cn2)Oc2c(NS(=O)(=O)c3cn(C)cn3)cccc2C1=O	0%	-16%	0.0%	1%	1%	6%	i	0.4	i
COc1ccc(S(=O)(=O)Nc2ccc(-c3ccc(N4CCCC4)nn3)cc2)cc1F	-5%	-6%	0.8%	.	.	3%	i	.	.
COCCNC(=S)Nc1cc(OC)c(OC)cc1C#N	2%	-1%	-0.5%	-3%	-4%	-4%	i	-2.0	i
COc1ccccc1NC(=O)CCS(=O)(=O)c1ccccc1	-1%	1%	1.7%	-1%	29%	2%	i	-1.6	i
O=C(CCN1C(=O)c2ccccc2C1=O)N1CCN(C(=O)c2ccccc2)CC1	-8%	-16%	-0.8%	-1%	?	-8%	i	-0.3	i
C/C(COc1ccccc1)=N\NC(=O)c1nnn(-c2nonc2N)c1CSc1ccccc1	-15%	-18%	-0.5%	0%	?	0%	i	-1.4	i
COc1ccc(C(=O)Cn2c(NCCO)nc3ccccc32)cc1	-16%	5%	-0.1%	2%	-3%	-3%	?	-2.1	i

Reprinted from the entries so far, three compounds:
SMILES	A549 viability	HepG2 tox	Nrf2 activator	MmCpn inh	Nrf2 inh	TGFb SMAD3 inh	S2 tox	CCT chaperon mod	Akt phos inh
Cc1ccc(CNC(=O)CN(c2ccc(Cl)cc2)S(C)(=O)=O)cc1	-8%	0%	3.9%	0%	10%	-10%	i	0.8	i
CN(C)CCCN(C(=O)COc1ccccc1)c1nc2c(F)cccc2s1	5%	-6%	-0.7%	-4%	11%	-6%	i	0.1	i
O=C(CCc1ccccc1)Nc1ccc(S(=O)(=O)Nc2nccs2)cc1	14%	-4%	-0.3%	2%	1%	-10%	i	0.6	i
